Platelet DG rel: modulates dense granule release in human platelets; AID 1663; inhibition, %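 (compounds screened at 7.5 µM in platelet-rich plasma)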; 300,000 compounds, 0.22% hits; human platelet-rich plasma, SFLLRN dense granule ATP release, luminescence;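 active = mean replicate score, as percent of positive control, at or above 50; inconclusive = mean below 50 but at least one replicate at or above 50; inactive = mean and every replicate below 50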
HSF1 inhib: HSF1 inhibition; AID 2098; NIH3T3-HGL HSE-luciferase, MG132-induced, luminescence 8 h; stronger effect = lower value; activity change, negative = inhibition, % at 7.5 µM (by protocol); 300,000 compounds, 0.77% hits;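 active = more than half of replicate wells show activity change below -50%, luminescence cut by over half; inconclusive = some wells, but at most half, below -50%; inactive = no replicate well below -50%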;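 note: luciferase reports HSF-1 transcriptional activity via heat shock element; 0% = median of DMSO wells and -100% = zero luminescence signal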
GSK3beta inhib: inhibitors of human GSK3beta kinase | P49841 | GST-GSK3beta kinase, ADP-Glo luminescence, 60 min; stronger effect = lower value | activity score (negative = inhibition), % at 10 µM | 300,000 compounds, 0.038% hits;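 active = more than half of replicate wells score below -50%, meaning over 50% inhibition versus plate controls; inconclusive = some replicates but at most half score below -50%; inactive = no replicate scores below -50%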;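 note: 0% = median DMSO wells and -100% = median GW8510 positive control wells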
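Assay system: GST-tagged human GSK3beta kinase, cell-free; Input: 1.6 ng GSK3beta; Medium: Tris/MgCl2 kinase buffer; Timing: 60 min enzyme reaction, room temperature; Signal: ADP-Glo luminescence quantifying ADP generated by kinase; Evaluation: score relative to plate controls; Benchmarks: DMSO neutral wells and GW8510 at 20 µM as positive.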
DYRK1A inh: inhibitors of rat Dyrk1A kinase. Q63470. ADP-Glo luminescence, NFATc1 peptide. inhibition, % at 12.5 µM. 310,000 compounds, 0.43% hits. AID 504441; in the data active = inhibition above about 50%;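 note: plate controls were vehicle with enzyme for no effect and no enzyme for full effect; many of its hits are not listed in these tables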
PolyA inh: inhibitors of polyadenylation in S. cerevisiae | AID 1875 | S. cerevisiae SKY197-pL101 polyadenylation reporter, beta-gal luminescence; efflux-impaired pdr1/pdr3 knockout yeast; score 100 = 6 SD above DMSO | calls only at 12 µM | 300,000 compounds, 0.02% hits;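 active = lowest replicate activity score at least 50, where 100 means six control SD above control mean; inconclusive = lowest score under 50 but half or more replicates reach 50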;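 note: yeast exposed to compound for 9 h at 30 °C; higher score means more reporter readthrough which indicates perturbed polyadenylation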
HDAC3 inh: human HDAC3 inhibition | O15379 | inhibition, % at 8.3 µM | recombinant HDAC3, fluorogenic peptide/trypsin coupled, fluorescence | 320,000 compounds, 0.15% hits; in the data active = inhibition above about 26%, passing the limit was not always enough; inconclusive = no clear call, values can overlap the other calls
Target sequence (O15379 whole entry, looked up): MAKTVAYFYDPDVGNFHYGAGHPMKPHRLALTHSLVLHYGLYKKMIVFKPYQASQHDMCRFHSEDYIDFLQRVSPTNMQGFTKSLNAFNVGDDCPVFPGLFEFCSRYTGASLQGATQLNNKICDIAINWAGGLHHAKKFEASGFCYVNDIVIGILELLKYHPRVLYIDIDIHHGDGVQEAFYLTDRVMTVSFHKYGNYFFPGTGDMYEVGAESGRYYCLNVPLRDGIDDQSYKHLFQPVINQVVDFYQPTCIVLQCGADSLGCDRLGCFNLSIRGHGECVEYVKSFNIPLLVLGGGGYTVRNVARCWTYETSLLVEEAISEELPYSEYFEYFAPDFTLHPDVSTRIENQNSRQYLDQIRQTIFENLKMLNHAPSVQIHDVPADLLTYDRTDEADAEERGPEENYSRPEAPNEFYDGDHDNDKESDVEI
GSK3A inh: human GSK-3 alpha kinase inhibition. P49840. ADP-Glo luminescence, 60 min. inhibition, % at 10 µM. 320,000 compounds, 0.1% hits;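 in the data active = inhibition above about 50%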;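 note: GST-tagged GSK-3 alpha with peptide substrate and 25 µM ATP; 0% = DMSO neutral wells and 100% = GW8510 positive control wells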
Target sequence (P49840 whole entry, looked up): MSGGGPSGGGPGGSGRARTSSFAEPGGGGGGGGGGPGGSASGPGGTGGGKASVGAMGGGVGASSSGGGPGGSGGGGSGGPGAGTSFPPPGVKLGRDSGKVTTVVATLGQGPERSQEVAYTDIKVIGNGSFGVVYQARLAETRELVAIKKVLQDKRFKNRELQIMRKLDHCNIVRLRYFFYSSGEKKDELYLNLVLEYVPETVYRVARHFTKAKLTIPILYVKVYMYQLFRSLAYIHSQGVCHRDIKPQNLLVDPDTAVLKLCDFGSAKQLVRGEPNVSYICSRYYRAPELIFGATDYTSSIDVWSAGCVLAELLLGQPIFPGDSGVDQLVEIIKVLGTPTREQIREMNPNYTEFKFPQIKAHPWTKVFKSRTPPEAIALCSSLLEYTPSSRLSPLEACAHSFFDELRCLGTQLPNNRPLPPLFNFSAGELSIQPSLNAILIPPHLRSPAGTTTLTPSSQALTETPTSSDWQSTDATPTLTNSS
HSF1 activator: increases HSF-1 driven luciferase reporter signal; NIH3T3-HGL HSF-1 luciferase reporter, MG132, 8 h; 100% = twice DMSO control signal; activation, % at 9 µM; 300,000 compounds, 1.7% hits; AID 504408;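 active = mean replicate activation of at least 50% with a set share of replicates each reaching 50%; inconclusive = only one of those two conditions met; inactive = mean below 50% and too few replicates reaching it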;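 note: 0% = median of the neutral control wells and 100% = twice that signal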
HSP90 refold inh: inhibitors of HSP90 luciferase refolding in rabbit reticulocyte lysate. AID 1789. 290,000 compounds, 0.91% hits. luciferase refolding luminescence, 3 h. inhibition, % at 5.6 µM;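 active = inhibition above the screen-wide mean plus 3 SD, computed separately per campaign, cut at about 16% in these data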;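 note: 0% = DMSO wells and 100% = 60 µM geldanamycin wells; inhibitors lower the luminescence because luciferase stays unfolded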
AI-2 QS modul: Vibrio harveyi AI-2 quorum sensing modulation; Vibrio harveyi JMH597 AI-2 luminescence/OD600 ratio, 9 h; stronger effect = lower value; strain lacks LuxN and CqsS sensors; 0 = neutral-control median; activity change, % at 7.5 µM; 300,000 compounds, 0.4% hits; AID 2094; in the data active = activity change below about -75%, passing the limit was not always enough; inconclusive = no clear call, values can overlap the other calls;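 note: luminescence divided by OD600 gain over 9 h not by final OD600 alone; inactives centre near 13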
An asterisk follows results filed as active; i = inactive; ? = inconclusive; . = not tested or not shown. These rows are one share of the data (hit frequency here may not be typical).

compound	GSK3A inh	GSK3beta inhib	HSF1 activator	DYRK1A inh	Platelet DG rel	HDAC3 inh	HSF1 inhib	PolyA inh	HSP90 refold inh	AI-2 QS modul
CNS(=O)(=O)c1cc(OCC(N)=O)c(C)cc1Cl	1	0	-2	2	12	4	-4	i	0	13
CC(=O)c1cccc(NC(=O)c2ccco2)c1	2	2	28	24	0	4	-5	i	2	-3
Cc1cc(C)n2nc(C(=O)OCC(=O)c3ccc(F)cc3)nc2n1	-3	0	13	-1	-10	-1	4	i	.	15
Cc1cc(C(=O)OCC(=O)N2CCCC2)c2ccccc2n1	-2	-2	3	6	-1	-1	5	i	-2	21
Cc1ccc(CNC(=O)c2cccnc2)cc1	-2	1	-4	.	16	3	-5	i	.	4
COc1ccc(-n2c(COc3ccc(C)cc3)nnc2SCC(N)=O)cc1	-3	4	0	-1	11	1	-4	i	3	-1
COc1cccc(OC)c1C1=NC(C)(C)CO1	-1	-1	-1	3	0	0	-3	i	4	2
S=C(Nc1ccc2snnc2c1)N1CCN(c2ccccn2)CC1	3	1	-1	-4	.	0	20	i	1	-2
COc1ccccc1OCC(=O)Nc1ccc2c(c1)C(=O)N(CC1CCCO1)C2=O (stereo not given)	-3	1	-11	-1	9	4	5	i	0	7
Cc1cccc(OCC(=O)Nc2ccc(S(=O)(=O)Nc3cc(C)nc(C)n3)cc2)c1	3	30	16	.	-6	2	8	i	-5	5
CC(=O)Oc1ccc(C(=O)c2ccccc2)c(OC(C)=O)c1	.	-7	-26	3	-3	0	-3	i	-1	12
CC(=O)Nc1ccc(S(=O)(=O)NCCOc2ccc(Cl)cc2C)cc1	-2	-2	42	-3	-1	4	5	i	-1	-3
COc1cc(/C=C(/C#N)c2nc3ccccc3[nH]2)ccc1OCc1ccc(C(=O)O)o1	0	3	-9	12	-3	5	-3	i	2	30
NC(=O)c1nsc(C(=O)N(CC(=O)NCc2ccccc2)c2ccc(F)cc2)c1N	-1	-8	1	-6	-4	-8	2	i	0	14
CCCOc1ccc(-c2nnc(-c3ccco3)o2)cc1	0	2	8	.	3	-21	-1	i	9	3
CCOc1cccc2cc(C(=O)Oc3ccc(OC)cc3)c(=O)oc12	.	0	-18	4	8	-8	-2	i	4	-5
O=[N+]([O-])c1cc(CN2CCN(c3ccccc3)CC2)c(O)c2ncccc12	-3	1	-56	-5	1	-11	?	i	4	55
[O-]/C(=C(\C(=S)Nc1cccc2ccccc12)[n+]1ccccc1)c1ccc(Cl)s1	-3	1	-1	0	-11	8	0	i	0	16
O=C(CCn1c(=O)c2sccc2n(CC(=O)OCc2ccccc2)c1=O)NCc1ccccc1	-3	1	-2	-1	-1	-2	12	i	-1	19
CCOC(=O)c1c(NC(C)=O)sc2c1CCC(C=O)=C2Sc1ccccc1	7	-2	?	.	-9	-3	31	i	1	28
O=C(CSCc1ccccc1)N1CCc2ccccc21	1	0	?	6	0	2	24	i	1	-9
CC(C)OC(=O)c1ccc(N)cc1	2	-1	-30	-4	-10	-1	-16	i	1	-9
Cc1ccc(NC2=C(Cl)C(=O)OC2OC(=O)c2ccccc2C)cc1 (stereo not given)	.	3	28	-5	10	.	24	i	-3	28
OCCNc1nc(N2CCN(c3ccccc3)CC2)nc2ccccc12	1	-1	-7	0	-20	0	-10	i	-1	9
O=C(NCCCCc1ccccc1)C1CC(c2ccc(C(F)(F)F)cc2)=NO1 (stereo not given)	-7	2	7	-6	-6	-4	10	i	.	32
Cc1ccc(-n2c(C)c(C)c3c(NCCN(C)C)ncnc32)cc1	1	-21	6	-1	-4	-7	-3	i	0	-5
CNC(=O)Nc1cc(C(C)(C)C)no1	0	0	-11	-10	21	-3	-4	i	1	-7
O=C(Cn1nc(Cl)nc1Cl)Nc1ccccc1	-1	1	4	8	-3	-2	0	i	1	27
CCCC(C)NS(=O)(=O)c1ccc(OC)c(C)c1 (stereo not given)	-4	4	-8	11	5	-5	2	i	4	7
Cc1ccc(Nc2nc(Oc3ccc(OCc4ccccc4)nn3)nc(N3CCOCC3)n2)cc1	-1	-4	40	-4	-4	7	1	i	5	36
COc1cccc(C(C)NC(=O)c2c(F)cccc2Cl)c1 (stereo not given)	1	-1	-29	-7	31	6	-7	i	-1	1
COCC(=O)n1nc(NCc2ccc(OC)cc2)nc1NCc1ccc(OC)cc1	-3	-2	-15	-4	6	4	-5	i	2	10
CC1CCCN(S(=O)(=O)c2ccc(NC(=O)CNC3CCCC3)cc2)C1 (stereo not given)	-1	0	-11	2	-3	3	-8	i	6	18
CCOC(=O)C1CCN(C(=O)CCc2nc3sc4c(c3c(=O)[nH]2)CCCC4)CC1	0	0	-8	-1	-16	1	-2	i	.	20
O=C(CSc1nc(O)cc(=O)n1-c1ccccc1)NC1CCCCC1	2	2	9	3	-2	7	4	i	1	11
O=C(OCc1nc2ccsc2c(=O)[nH]1)c1cc(Br)c(Br)s1	2	1	-4	9	-10	-5	0	i	.	-1
Cc1ccc(C2/C(=C(\O)c3ccc4c(c3)OCCO4)C(=O)C(=O)N2CC2CCCO2)cc1 (stereo not given)	.	5	.	-6	.	2	.	.	4	37
COc1ccc(/C=N/NC(=O)c2ccn[nH]2)cc1COc1ccc(Cl)cc1Cl	-1	-2	24	0	-1	1	2	i	-2	27
COC(=O)c1ccc(OCCCCN2CC(C)OC(C)C2)cc1 (stereo not given)	-3	1	11	-12	-3	-6	-1	i	0	5
c1cnc2nc(CSc3ncn[nH]3)cn2c1	1	0	-4	1	2	-56	5	.	3	12
CC(=O)OCC1OC(OC(C)=O)C(NC(=O)Cc2ccccc2)C(OC(C)=O)C1OC(C)=O (stereo not given)	-2	-1	1	-4	6	0	4	i	2	14
Cc1cc(=O)n2nc(N3CCCC3C(=O)NCCCN3CC(C)CC(C)C3)sc2n1 (stereo not given)	-1	3	-1	1	1	4	-3	i	-1	8
Cc1ccc(-c2ccc(OCC(=O)N3CCOCC3)cc2)cc1	0	2	17	6	-2	3	5	i	3	19
O=C(Nc1ccc(S(=O)(=O)Nc2nccs2)cc1)c1cccc(F)c1	-2	3	1	-2	10	0	2	i	1	16
CCn1c(=NC(=O)c2ccc(N3C(=O)CCC3=O)cc2)sc2c(OC)ccc(OC)c21	-3	4	-18	4	2	-2	-3	i	-2	21
CCN(CC)CCCNC(=O)Cc1c(C(=O)O)n(C)c2ccccc12	0	2	-16	-3	-5	5	0	i	-1	38
COc1ccc(NC(=O)C2CCN(S(=O)(=O)c3ccc4c(c3)CC(C)N4C(C)=O)CC2)cc1OC (stereo not given)	1	0	-3	2	-4	?	-4	i	-6	3
COC(=O)Nc1ccc(S(=O)(=O)N2CCC(C(=O)N3CCCCC3C)CC2)cc1 (stereo not given)	-5	1	-6	2	1	2	-3	i	-1	-3
CSc1ccccc1OCc1cc(C(=O)N(C)Cc2nonc2C)no1	-1	-2	22	4	-5	-5	18	i	0	-1
C[n+]1ccccc1/C=C1\Sc2ccccc2N1CCO	1	0	-7	-5	-7	6	-3	i	18*	-9
CCOC(=O)c1nc(Nc2ccc(OC)cc2)c2ccccc2n1	-3	2	-2	11	23	1	6	i	0	0
CCOC(=O)N1CCN(S(=O)(=O)c2ccc(F)c(C(=O)Nc3ccc(C)c(Cl)c3)c2)CC1	.	-5	45	-3	12	.	12	i	5	8
Cc1cc(OC(=O)c2cc(Br)ccc2Cl)c([N+](=O)[O-])c(=O)[nH]1	0	-1	1	-5	-4	5	2	i	1	29
OCCC1CN(Cc2cc3c(cc2Cl)OCO3)CCN1C1CCCC1 (stereo not given)	7	-1	-14	-5	18	.	-4	i	-3	1
Cc1cc(C)c(NC(=O)CS(=O)CC(=O)Nc2ccc(F)cc2F)c(C)c1 (stereo not given)	-3	0	3	-1	10	-4	-2	i	-1	0
COc1ccc(NC(=S)N2CCC(NC(=O)C3CCCCC3)CC2)cc1	0	-3	-19	0	-2	-5	0	i	-4	16
CCOC(=O)c1cnc2ccc(OCC)cc2c1N1CCN(c2ccccc2OC)CC1	9	-4	-22	18	0	6	-17	i	1	14
COCCN(C(=O)CNC(=O)c1ccco1)C(C(=O)NC1CCCCC1)c1cccs1 (stereo not given)	-2	0	6	5	0	3	-7	i	3	20
CCN(CC)S(=O)(=O)c1ccc(N2CCN(C)CC2)c(NC(=O)c2cc(=O)c3ccccc3o2)c1	4	3	-2	-1	-12	0	-8	i	4	-23
COc1ccc(NC(=O)CN(C)C(=O)CSCc2c(C)noc2C)cc1	-1	2	-2	-8	4	-3	-2	i	.	19
CC(C)(C)OC(=O)NCCCCCc1nnc(SCc2ccccc2)o1	-1	-2	14	2	5	2	8	i	3	-24

Assay outcomes from PubChem.
